TRPV1 ag – agonists of human vanilloid receptor 1 (TRPV1). AID 540275. activation, % at 8.33 µM. 320,000 tested, 0.19% active. TRPV1-expressing cells, Fluo-8 calcium influx, agonist mode. Q8NER1; in the data active means activation above about 80%; inconclusive means between about 30% and that limit; further: 0% is about no effect
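TRPV1-expressing cells were cultured overnight at 35.5C and loaded with Fluo-8 calcium dye for 40 to 90 min at room temperature. After a 10 s baseline, compound was added and calcium influx was read kinetically for 3 min (ex 480/em 520 nm).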
Tb PFK block – T. brucei PFK enzyme inhibition. O15648. T. brucei PFK, ADP-Glo luminescence. Potency, µM (doses to about 57.5 µM), for inactives: top-dose activity, negative = inhibition, actives largely listed as inhibitors. 330,000 tested, 0.17% active. AID 485367;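 further: potency means the concentration at half of the fitted maximal effect; 0% = uninhibited 1x PFK enzyme wells and -100% = no-enzyme wells; nearly all actives have a fitted effect of over 60% in size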
Target sequence (O15648 whole entry, looked up): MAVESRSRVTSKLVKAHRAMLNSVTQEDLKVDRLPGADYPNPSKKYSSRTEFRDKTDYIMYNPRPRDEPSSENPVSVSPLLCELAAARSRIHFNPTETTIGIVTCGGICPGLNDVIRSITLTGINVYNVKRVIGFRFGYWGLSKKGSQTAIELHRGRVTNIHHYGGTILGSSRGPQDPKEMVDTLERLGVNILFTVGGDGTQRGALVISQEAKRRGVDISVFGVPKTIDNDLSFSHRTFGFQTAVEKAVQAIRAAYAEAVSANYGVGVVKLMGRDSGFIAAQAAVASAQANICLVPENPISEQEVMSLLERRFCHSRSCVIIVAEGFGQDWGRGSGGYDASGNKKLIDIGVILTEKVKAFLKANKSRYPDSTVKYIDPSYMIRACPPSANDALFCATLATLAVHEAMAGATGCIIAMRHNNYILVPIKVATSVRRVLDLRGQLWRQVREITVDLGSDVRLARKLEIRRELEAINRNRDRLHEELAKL
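Activity is normalized to no-enzyme wells (full inhibition) and 1.25 nM enzyme wells (no inhibition). Reaction: 0.5 mM F6P, 0.1 mM ATP, 45 min RT, ADP-Glo luminescence; concentration-response curves fitted and classed by quality.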
FLuc counter – inhibits or activates purified firefly luciferase, miR-21 counter-screen | 360,000 tested, 6.9% active | purified FLuc, Km substrates, luminescence inhibition | Potency, µM (doses to about 57.5 µM), without a hit: top-dose activity change, negative = inhibition, actives largely listed as inhibitors | P08659;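 further: potency means the concentration at half of the fitted maximal effect; plate controls were vehicle for no effect and reference inhibitor for full effect; nearly all actives have a fitted effect of over 55% in size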
Target sequence (P08659 whole entry, looked up): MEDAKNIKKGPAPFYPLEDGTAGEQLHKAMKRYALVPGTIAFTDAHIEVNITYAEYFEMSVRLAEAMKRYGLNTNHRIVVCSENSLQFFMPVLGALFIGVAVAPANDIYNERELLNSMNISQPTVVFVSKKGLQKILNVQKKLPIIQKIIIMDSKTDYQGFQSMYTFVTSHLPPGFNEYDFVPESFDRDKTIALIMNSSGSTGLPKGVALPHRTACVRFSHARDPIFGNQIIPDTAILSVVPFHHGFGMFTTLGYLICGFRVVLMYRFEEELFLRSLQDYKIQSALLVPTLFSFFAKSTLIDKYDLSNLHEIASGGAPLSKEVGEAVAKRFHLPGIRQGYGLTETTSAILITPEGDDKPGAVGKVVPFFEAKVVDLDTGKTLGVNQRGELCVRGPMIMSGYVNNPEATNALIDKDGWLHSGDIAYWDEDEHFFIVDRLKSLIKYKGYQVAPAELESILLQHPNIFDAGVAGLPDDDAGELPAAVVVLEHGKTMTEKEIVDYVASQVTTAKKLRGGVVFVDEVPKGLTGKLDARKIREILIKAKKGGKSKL
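Purified P. pyralis luciferase, 10 nM final, with Km-level 10 uM D-luciferin and 10 uM ATP in 50 mM Tris acetate pH 7.5, 10 mM Mg acetate, 0.01% Tween-20, 0.05% BSA; 6-point qHTS titration about 60 µM downward; luminescence read.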
BRCA1 expr up – activators of BRCA1 expression | MCF7-BRCA1-FFLuc reporter, luminescence, 48 h; response scale: scaled: vehicle 0%, 10 µM genistein 100% | Potency, µM (doses to about 46.1 µM), for the others: at the highest dose activation, actives largely listed as activators | 380,000 tested, 1.1% active; further: potency means the concentration at half of the fitted maximal effect; nearly all actives have a fitted effect of over 80% in size; some results filed as inactive show a strong effect at the top dose
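Cells: MCF7-BRCA1-FFLuc, 2000/well. Exposure: 48 h, 37 °C, 5% CO2. Read: luminescence, 15 min post-substrate. Controls: genistein 10 microM (maximal activation), DMSO (neutral).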
ELG1 genotoxic – genotoxicity induction in ELG1-luciferase HEK293T cells; AID 504466; 330,000 tested, 1.3% active; Potency, µM (doses to about 46 µM), for the others: at the highest dose activity change, positive = activation, hits mostly activators; HEK293T ELG1-luciferase reporter, luminescence, 16 h; further: potency means the concentration at half of the fitted maximal effect; % of control where 0% means no effect; nearly all actives have a fitted effect of over 60% in size
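Quantitative HTS format in 1536-well plates. HEK293T ELG1-luciferase reporter cells receive test compound and are incubated 16 hr at 37 °C, 5% CO2; ONE-Glo added, 30 min room temperature, then luminescence read.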
RORgamma inh – ROR gamma (mouse) transcription inhibition; Drosophila S2 Gal4-RORgamma UAS-luciferase reporter, 20 h; Potency, µM (series often up to 53.6 µM), without a hit: at the highest dose activity change, negative = inhibition, actives largely listed as inhibitors; 310,000 tested, 5.4% active; AID 2551; further: potency means the concentration at half of the fitted maximal effect; on the % scale 0 is the no-effect control and ±100 the full control effect; nearly all actives have a fitted effect of over 60% in size
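ROR gamma transcriptional activity was tracked as Gal4-UAS luciferase output in stably transfected Drosophila Schneider cells, with compound added 1 hr before 700 uM copper sulfate induction and a 20 hr ambient-temperature incubation.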
NPC1 prom act – activates the NPC1 promoter. Huh7 NPC1 promoter luciferase reporter, 24 h. Potency, µM (doses to about 9.22 µM), for inactives: at the highest dose activation, usual class: activators. AID 485313. 320,000 tested, 2.4% active;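 further: potency means the concentration at half of the fitted maximal effect; % of control where 0% means no effect; nearly all actives have a fitted effect of over 60% in size; reporter is driven by a mutant NPC1 promoter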
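Quantitative HTS used a cell-based reporter: Huh7 cells stably bearing the NPC1 promoter upstream of luciferase were treated with compounds for 24 h, and promoter activation was read as luminescence.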
p53 reactivation – mutant p53 re-activation in reporter cells. 320,000 tested, 0.063% active. Potency, µM (series often up to 92.2 µM), for inactives: at the highest dose activity change, positive = activation, hits mostly activators. H1299 p53-A138V BP100-luciferase reporter, luminescence, 24 h. AID 504706; further: potency means the concentration at half of the fitted maximal effect; % of control where 0% means no effect; nearly all actives have a fitted effect of over 45% in size
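H1299 (p53-null), stable ts p53-A138V + BP100-Luc; 1000 cells/well, Opti-MEM/10% FBS; cpd 4 pt, 1:5; 24 h, 37 deg C, 5% CO2; detection reagent 10 min RT; luminescence.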
Rab9 prom act – activators of Rab9 promoter; Potency, µM (titrated, usually from 9.22 µM), for the others: top-dose activation, negative = inhibition, hits mostly activators; 320,000 tested, 2.8% active; Huh7 Rab9 promoter-luciferase reporter, luminescence, 24 h; further: potency means the concentration at half of the fitted maximal effect; % of control where 0% means no effect; nearly all actives have a fitted effect of over 60% in size
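Cells were plated at 1500 per well in reduced-serum medium with 10% FBS and left 2 h. Compound in DMSO was then added for 24 h at 37 °C. Reporter signal was read by luminescence after 10 min with luciferase detection reagent.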
Gal4-VP16 FLuc – Gal4-VP16 reporter inhibition counter-screen. Drosophila S2 Gal4-VP16 UAS-luciferase, luminescence, 20 h. Potency, µM (titrated, usually from 53.6 µM), for inactives: at the top dose activity, negative = inhibition, actives largely listed as inhibitors. 310,000 tested, 3.5% active. AID 2546;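 further: Gal4-VP16 expression switched on by copper sulfate through the metallothionein promoter; potency means the concentration at half of the fitted maximal effect; on the % scale 0 is the no-effect control and ±100 the full control effect; nearly all actives have a fitted effect of over 50% in size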
ELG1 DNA repair – blocks ELG1-dependent DNA repair in HEK293T cells; HEK293T ELG1-luciferase reporter, luminescence, 16 h; DNA damage induced by 5-fluorouridine; 330,000 tested, 2.3% active; Potency, µM (series often up to 46.1 µM), without a hit: at the highest dose activity change, negative = inhibition, most hits filed as inhibitors; further: potency means the concentration at half of the fitted maximal effect; on the % scale 0 is the no-effect control and ±100 the full control effect; nearly all actives have a fitted effect of over 55% in size
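Step one: seed 2,000 cells per well. Step two: pin-transfer compound or DMSO alongside 5-fluorouridine. Step three: incubate 16 hr, 37 °C, 5% CO2. Step four: add ONE-Glo, wait 30 min, read luminescence.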
Starred values were filed as active, the others as inactive; ? = inconclusive; . = not tested or not shown; [ ] = dose if it differs, or a comment. Unless noted, the call rests on the fitted dose curve; in most records, active means well fitted curve in the direction sought with a large enough effect; inconclusive means small, poorly fitted or top-dose-only effect, or another doubt; inactive means no such curve, though single readings can be large; an effect the other way counts as inactive or inconclusive.

smiles	TRPV1 ag	Tb PFK block	FLuc counter	BRCA1 expr up	ELG1 genotoxic	RORgamma inh	NPC1 prom act	p53 reactivation	Rab9 prom act	Gal4-VP16 FLuc	ELG1 DNA repair
COc1ccc(OC)c(-c2cc(C(=O)NCc3cccs3)no2)c1	?	-5.2%	-8.6%	-47.1%	12.1%	42.0%	-2.6%	-13.8%	-4.9%	-10.1%	?
CCC1CCCCN1C(=O)c1cc(S(=O)(=O)N2CCOCC2)ccc1C (configuration not stated)	.	-1.8%	.	-22.0%	1.5%	.	.	-5.6%	.	.	-2.6%
O=C(/C=C/c1ccco1)OCC(=O)c1ccc(OC(F)F)cc1	18.1	-0.5%	?	7.9%	3.0%	.	6.1%	4.0%	7.9%	.	?
CCn1c2ccccc2c2nnc(SCC(=O)OCN3C(=O)c4ccccc4C3=O)nc21	-1.0	-4.3%	4.0%	-0.7%	6.6%	10.4%	1.7%	1.6%	-0.5%	-4.4%	0.5%
O=C(COC(=O)c1ccc[nH]c1=O)Nc1ccc2c(c1)OC(F)(F)O2	2.7	4.3%	-1.2%	-13.8%	-0.1%	9.3%	1.8%	-4.1%	0.3%	-0.9%	10.6%
O=C(OCc1nc2ccsc2c(=O)[nH]1)c1ccccc1	-5.2	21.9%	-8.7%	-17.0%	1.4%	.	-0.2%	-2.0%	-4.9%	.	11.9%
C=CC[C@@H](CC(=O)N(CCO)Cc1ccccc1)C(=O)N[C@H](COC(=O)[C@@H](CC=C)Cc1ccc(F)cc1)Cc1c[nH]c2ccccc12	.	-5.9%	.	-68.3%	-12.9%	.	.	0.6%	.	.	20.6µM*
O=C(/C=C\c1cccs1)c1c(O)ccc2ccc(=O)oc12	11.8	8.2%	-6.4%	-49.0%	-1.4%	-22.0%	?	-13.9%	15.0%	-18.0%	?
COc1ccc(/C=N/n2c(SC)nnc(C(C)(C)C)c2=O)cc1	22.0	-2.6%	0.2%	-17.1%	0.8%	-13.1%	1.4%	-0.6%	-1.9%	-7.4%	6.4%
COc1cc(C(=O)OCC(=O)Nc2ccc(C(C)=O)cc2)ccc1OCC(=O)N1CCOCC1	0.1	0.1%	-4.1%	1.6%	-0.5%	3.0%	-2.7%	-4.8%	1.4%	-15.9%	?
Cc1c(C)c2ccc(OC(C)C(=O)NC3CCN(Cc4ccccc4)CC3)cc2oc1=O (configuration not stated)	-1.1	-2.4%	2.7%	-27.8%	11.1%	-17.3%	0.6%	-8.9%	-5.4%	7.0%	?
CCN(CC)C(=O)NC1CC(=O)N(c2ccc(OC)cc2)C1 (configuration not stated)	1.8	5.5%	8.9%	8.4%	-0.9%	-14.3%	-5.3%	4.2%	-4.8%	-2.0%	8.8%
O=C(CSc1nc(-c2ccco2)cc(C(F)(F)F)n1)Nc1cccnc1	8.6	-4.5%	0.3%	-79.6%	-2.4%	-11.7%	-13.1%	-16.6%	0.2%	3.1%	?
Cc1ccc(S(=O)(=O)N2CCN(C(=O)c3cccs3)CC2)cc1	-0.9	-1.3%	-0.6%	0.0%	-3.9%	16.8%	-2.6%	-1.5%	-0.4%	-10.4%	3.8%
Cc1noc(C)c1S(=O)(=O)Nc1ccc(C(=O)N2CCN(c3ccc(F)cc3)CC2)cc1	-0.3	6.2%	-2.4%	15.0%	-0.3%	24.4%	1.8%	-1.1%	-5.2%	-11.1%	-0.2%
O=C(Nc1ccccc1)c1ccc(N2CCN(c3ccccn3)CC2)c(S(=O)(=O)N2CCOCC2)c1	3.9	1.5%	6.6%	-33.6%	-0.7%	24.7%	-2.5%	-1.7%	-1.2%	4.6%	?
CCOc1ccc(NC(=O)COC(=O)c2cc([N+](=O)[O-])ccc2N2CCOCC2)cc1	1.8	-16.9%	4.5%	-31.3%	-2.6%	.	0.8%	-2.8%	-10.4%	.	-26.9%
COc1cc2c(cc1OC)C(C(=O)N1CCOCC1)C(c1cccs1)N(C)C2=O (configuration not stated)	-4.1	0.5%	-2.6%	23.8%	2.0%	1.4%	-3.2%	6.9%	4.0%	-9.7%	9.5%
C=CCSc1nnc2c(n1)OC=Nc1ccc(Br)cc1-2	0.6	9.4%	-17.6%	0.3%	-0.1%	10.8%	-4.6%	-16.8%	-5.7%	-13.8%	-11.7%
Cc1nonc1CN(C)C(=O)CC1C(=O)NCCN1Cc1ccc(F)c(F)c1 (configuration not stated)	-0.9	1.2%	3.6%	10.8%	-0.4%	-19.9%	-0.3%	-3.4%	-6.0%	20.8%	-10.6%
CSc1ncccc1C(=O)Nc1ccc2c(c1)OCCO2	.	-0.3%	.	24.3%	9.8%	.	.	13.7%	.	.	?
CCOc1ccc(C(=O)CN2CCN(S(=O)(=O)c3ccc(OC)cc3)CC2)cc1	0.3	0.1%	2.3%	-20.9%	-2.1%	41.1%[0.365 µM]	-2.8%	-5.2%	0.3%	.	-5.6%
Cc1c(C(=O)NCCCN2CCOCC2)oc2ccc(S(=O)(=O)N3CCOCC3)cc12	1.2	-0.1%	2.0%	-0.7%	-7.4%	5.6%	-3.3%	1.3%	-2.7%	8.1%	3.4%
CC(=O)Nc1ccc(NC(=O)c2ccc3c(c2)CCN3S(C)(=O)=O)cc1	5.0	9.7%	-1.4%	-28.9%	-1.7%	-15.6%	-1.6%	-5.8%	-10.6%	10.6%	-8.2%
O=C(CCCCn1c(=O)[nH]c2ccsc2c1=O)NCc1cccnc1	1.4	-4.2%	2.1%	8.5%	2.0%	3.1%	-2.4%	-3.2%	-0.3%	-8.0%	?
COCCN(CCOC)S(=O)(=O)c1ccc(C(=O)Nc2ccc([N+](=O)[O-])cc2OC)cc1	-1.0	-1.6%	-3.0%	-4.5%	-0.4%	-6.8%	0.0%	-0.8%	2.2%	3.3%	-4.7%
CC(=O)/C=C1/SC(CC(=O)O)C(=O)N1c1ccccc1 (configuration not stated)	1.1	-0.8%	-1.6%	-0.2%	1.1%	-31.9%	-1.9%	11.0%	-1.0%	-1.2%	5.7%
CCOc1cc(/C=C(\C#N)C(=O)NCC2CCCO2)ccc1OCC(N)=O (configuration not stated)	0.2	-4.4%	1.2%	2.4%	2.8%	2.0%	-2.0%	0.6%	-3.5%	-12.8%	11.0%
CC1CCN(C(=O)CSc2nc3cccnc3n2C)CC1	0.4	0.1%	2.4%	1.6%	-1.2%	2.3%	-3.7%	4.5%	8.8%	-3.0%	?
Cc1cc(CN2CCN(CCC#N)CC2)c(O)c(C2(C)CCCCC2)c1	0.7	-0.2%	5.0%	-71.2%	9.5%	3.7%	0.0%	-2.4%	-7.7%	1.8%	9.8%
CCOC(=O)C(C)Oc1cccc2c(=O)n(CC(=O)N3CCN(C(=O)OCC)CC3)ccc12 (configuration not stated)	1.7	3.9%	10.2%	-2.0%	2.9%	-0.6%	-3.7%	-4.1%	1.7%	0.7%	0.4%
Cc1nn(-c2ccccc2)c(C)c1NC(=O)COC(=O)CCCOc1ccccc1	27.9	-5.0%	-2.2%	-7.8%	-0.1%	.	-0.2%	-0.2%	0.2%	.	-2.1%
COc1ccc2c(c1)CCCC21NC(=O)N(CC(=O)NC(=O)NCc2ccccc2)C1=O (configuration not stated)	3.7	-1.9%	-13.4%	-22.1%	4.5%	?	-0.6%	-1.9%	1.2%	4.9%	-16.0%
Cc1cc(C)cc(C(=O)N[C@@H](C)C(=O)N2CCC3(CC2)NCCc2[nH]cnc23)c1	0.3	-0.3%	0.7%	5.0%	-3.2%	-2.3%	0.2%	-1.5%	-6.4%	-1.0%	20.0%
O=C(c1ccc(-c2cccc(Cl)c2Cl)o1)N1CCOCC1	?	-7.3%	?	?	?	9.9%	?	3.5%	1.26µM*	17.8%	?
